Screens deposited in PubChem by Broad Institute.
BioA inh: blocks M. tuberculosis BioA enzyme activity; purified M. tuberculosis BioA enzyme, plate reader; inhibition, % at 9.99 µM; 0.096% of 360,000 active; in the data active = inhibition above about 40%
Active calls of the source: *. These rows are one share of the data (hit frequency here may not be typical).

canonical_smiles	BioA inh
CC(C)C#Cc1ccc2c(c1)O[C@H](CN(C)C(=O)NC(C)C)[C@@H](C)CN([C@H](C)CO)S2(=O)=O	0.5
COc1ccccc1S(=O)(=O)N[C@@H]1C=C[C@H](CC(=O)N2CCOCC2)O[C@H]1CO	-2.1
C[C@H](CO)N1C[C@H](C)[C@H](CN(C)C(=O)Nc2cccc3ccccc23)Oc2c(NC(=O)c3ccncc3)cccc2C1=O	-1.1
N#C[C@H]1[C@H](c2ccc(C#CC3CCCC3)cc2)[C@@H](CO)N1S(=O)(=O)c1ccccc1	-2.3
CCC(=O)N[C@H]1CC[C@H](CCNS(=O)(=O)c2ccc(Cl)cc2)O[C@@H]1CO	-1.5
C[C@@H]1CN([C@@H](C)CO)C(=O)c2cc(/C=C/c3ccccc3)cnc2O[C@H]1CN(C)Cc1cccc(C(=O)O)c1	-1.3
C[C@@H]1CN([C@@H](C)CO)C(=O)c2cccc(NC(=O)Nc3ccc(F)cc3)c2O[C@H]1CN(C)Cc1ccc(-c2ccccc2)cc1	-1.4
CC(C)NC(=O)Nc1ccc2c(c1)C(=O)N([C@@H](C)CO)C[C@H](C)[C@H](CN(C)C(=O)NC1CCCCC1)O2	-2.4
O=C(C[C@@H]1CC[C@@H]2[C@H](COC[C@H](O)CN2S(=O)(=O)c2ccccc2)O1)N[C@H]1CCN(Cc2ccccc2)C1	0.3
Cc1noc(C)c1S(=O)(=O)N(C)C[C@@H]1Oc2ccc(NS(=O)(=O)c3ccc(Cl)cc3)cc2CC(=O)N([C@H](C)CO)C[C@H]1C	4.7
C[C@@H]1CCCCO[C@@H](CN(C)S(=O)(=O)c2ccc(F)cc2)[C@@H](C)CN([C@H](C)CO)C(=O)c2cc(NS(=O)(=O)c3ccccc3)ccc2O1	-3.4
CC(C)C[C@@H]1NC(=O)[C@H]2C[C@@H](C(=O)NCc3ccc(F)cc3)[C@@H](c3ccc(O)cc3)N2C1=O	1.3
O=C(NCC[C@@H]1CC[C@@H](NS(=O)(=O)c2ccc(Oc3ccccc3)cc2)[C@@H](CO)O1)C1CC1	0.7
CC(C)CC#Cc1ccc2c(c1)O[C@@H](CN(C)C)[C@@H](C)CN([C@H](C)CO)S2(=O)=O	5.1
COC(=O)[C@@H]1[C@@H](CO)[C@@H]2Cn3c(ccc(C4=CCCCC4)c3=O)[C@@H]2N1C(=O)C1CCC1	-1.6
C[C@@H]1CCCCO[C@H](CN(C)Cc2ccc(C(=O)O)cc2)[C@@H](C)CN([C@H](C)CO)C(=O)c2cc(NC(=O)c3ccccc3)ccc2O1	0.1
C[C@@H]1CN([C@@H](C)CO)C(=O)Cc2cc(NC(=O)c3ccncc3)ccc2O[C@H]1CN(C)Cc1ccc(Cl)c(Cl)c1	1.8
CN1C(=O)c2cc(NC(=O)Nc3ccccc3)ccc2OC[C@H]2O[C@H](CC(=O)O)CC[C@@H]21	0.6
CN1CCN(C(=O)C[C@@H]2C[C@H]3c4cc(NC(=O)Nc5ccccc5)ccc4O[C@H]3[C@@H](CO)O2)CC1	-3.3
CO[C@@H]1CN(C)C(=O)c2cc(NC(=O)Nc3cc(F)ccc3F)ccc2OC[C@@H](C)N(C)C[C@H]1C	2.4
CO[C@@H]1CN(C)C(=O)c2cc(NC(C)=O)ccc2OC[C@H](C)N(Cc2nccs2)C[C@@H]1C	-2.5
C[C@@H]1CN([C@H](C)CO)C(=O)c2cc(NS(=O)(=O)c3ccc(F)cc3)ccc2O[C@@H](C)CCCCO[C@@H]1CN(C)C	1.0
Cc1ccc(S(=O)(=O)N(C)C[C@H]2Oc3ccc(NC(=O)Nc4ccccc4)cc3C(=O)N([C@H](C)CO)C[C@@H]2C)cc1	3.2
O=C(C[C@@H]1C=C[C@@H](NS(=O)(=O)c2ccc(F)cc2)[C@@H](CO)O1)NCc1ccncn1	-2.4

Ordered by number of heavy atoms (high to low): some entries from above.
canonical_smiles	BioA inh
C[C@@H]1CN([C@@H](C)CO)C(=O)c2cccc(NC(=O)Nc3ccc(F)cc3)c2O[C@H]1CN(C)Cc1ccc(-c2ccccc2)cc1	-1.4
C[C@@H]1CN([C@@H](C)CO)C(=O)c2cc(/C=C/c3ccccc3)cnc2O[C@H]1CN(C)Cc1cccc(C(=O)O)c1	-1.3
CO[C@@H]1CN(C)C(=O)c2cc(NC(=O)Nc3cc(F)ccc3F)ccc2OC[C@@H](C)N(C)C[C@H]1C	2.4
COc1ccccc1S(=O)(=O)N[C@@H]1C=C[C@H](CC(=O)N2CCOCC2)O[C@H]1CO	-2.1

(next part)
canonical_smiles	BioA inh
C[C@H](CO)N1C[C@H](C)[C@@H](CN(C)Cc2ccccc2)Oc2cc(-c3cncnc3)ccc2S1(=O)=O	2.0
COc1ccc(S(=O)(=O)N[C@@H]2CC[C@H](CC(=O)N3CCC(Cc4ccccc4)CC3)O[C@@H]2CO)cc1	0.5
COc1ccc(NC(=O)Nc2ccc3c(c2)C(=O)N([C@@H](C)CO)C[C@@H](C)[C@H](CN(C)S(=O)(=O)c2ccccc2)OCCCC[C@@H](C)O3)cc1	-1.0
C[C@H]1CN([C@@H](C)CO)S(=O)(=O)c2ccc(C#CCN(C)C)cc2O[C@H]1CN(C)C(=O)CN(C)C	-2.4
C[C@@H]1CCCCO[C@@H](CN(C)C(=O)Nc2cccc3ccccc23)[C@@H](C)CN([C@H](C)CO)C(=O)c2cc(NS(=O)(=O)c3cn(C)cn3)ccc2O1	0.2
O=C(O)C[C@@H]1C=C[C@H](NC(=O)Nc2ccccc2)[C@@H](CO)O1	3.3
C[C@@H]1CN([C@@H](C)CO)C(=O)c2cccc(NC(=O)C3CCOCC3)c2O[C@H]1CN(C)Cc1ccc(Cl)c(Cl)c1	-0.1
CCNC(=O)Nc1ccc2c(c1)C(=O)N(C)[C@H]1CC[C@H](CC(=O)Nc3ccc(C)cc3)O[C@@H]1CO2	1.3
COc1ccc(CN(C)C[C@@H]2OCCCC[C@@H](C)Oc3ccc(NC(=O)Nc4c(C)noc4C)cc3C(=O)N([C@@H](C)CO)C[C@@H]2C)cc1	-0.9
COC(=O)C[C@@H]1CC[C@H]2[C@H](COc3ccc(NS(C)(=O)=O)cc3C(=O)N2C)O1	-2.9
CCCN1[C@@H]2c3ccc(-c4ccc(F)cc4)c(=O)n3C[C@H]1[C@H](CO)[C@H]2C(=O)NCCc1cn(C)cn1	-1.4
O=C(C[C@H]1CC[C@H]2[C@@H](COC[C@@H](O)CN2Cc2ccc(C(F)(F)F)cc2)O1)NCCc1ccccc1	1.8
COCCOC(=O)N1C(=O)[C@@]2(c3cc(C#CCCO)ccc31)[C@H](C(N)=O)[C@H]1C(=O)O[C@H](c3ccccc3)[C@H](c3ccccc3)N1[C@@H]2c1ccccc1OCCO	0.2
CNC(=O)C[C@H]1CC[C@@H]2[C@H](COc3ccc(NC(=O)c4ccccc4Cl)cc3C(=O)N2C)O1	2.7
CO[C@@H](CN(C)S(=O)(=O)c1cccc(Cl)c1)[C@H](C)CN(C(=O)Nc1ccccc1F)[C@@H](C)CO	2.0
COc1ccc(S(=O)(=O)Nc2ccc3c(c2)C(=O)N([C@H](C)CO)C[C@H](C)[C@H](CN(C)C(=O)Nc2ccc4c(c2)OCO4)O3)cc1	2.2

Reformatted: 3 of the compounds above
CCNC(=O)Nc1ccc2c(c1)C(=O)N(C)[C@H]1CC[C@H](CC(=O)Nc3ccc(C)cc3)O[C@@H]1CO2
  BioA inh: 1.3
CCCN1[C@@H]2c3ccc(-c4ccc(F)cc4)c(=O)n3C[C@H]1[C@H](CO)[C@H]2C(=O)NCCc1cn(C)cn1
  BioA inh: -1.4
CO[C@@H]1CN(C)C(=O)c2cc(NC(=O)Nc3cc(F)ccc3F)ccc2OC[C@@H](C)N(C)C[C@H]1C
  BioA inh: 2.4

Additional results
canonical_smiles	BioA inh
O=C(NCC[C@@H]1CC[C@@H](NC(=O)C2CC2)[C@@H](CO)O1)Nc1ccc(Cl)cc1	0.3
C[C@H]1CCCCO[C@@H](CN(C)S(=O)(=O)c2ccc(F)cc2)[C@@H](C)CN([C@@H](C)CO)C(=O)c2cc(NS(=O)(=O)c3ccc(Cl)cc3)ccc2O1	-0.1
CN(C)CC(=O)N[C@H]1CC[C@H](CCn2cc(CN(C)C)nn2)O[C@H]1CO	-3.6
Cc1ccc(S(=O)(=O)Nc2ccc3c(c2)C(=O)N([C@@H](C)CO)C[C@@H](C)[C@H](CN(C)C(=O)Nc2ccccc2)O3)cc1	-1.6
COc1ccc(S(=O)(=O)N(C)C[C@H]2Oc3ccc(N(C)C)cc3CC(=O)N([C@@H](C)CO)C[C@H]2C)cc1	0.6
COc1ccc(CN(C)C[C@@H]2Oc3ccc(NC(=O)Nc4ccc(F)cc4)cc3C(=O)N([C@H](C)CO)C[C@@H]2C)cc1	-3.7
C[C@H](CO)N1C[C@H](C)[C@@H](CN(C)C(=O)Cc2cccnc2)Oc2cc(C#CC3(O)CCCC3)ccc2S1(=O)=O	4.1
COc1ccc(S(=O)(=O)Nc2ccc3c(c2)CC(=O)N([C@@H](C)CO)C[C@H](C)[C@@H](CN(C)S(=O)(=O)c2ccc(OC)cc2)O3)cc1	-2.1
C[C@H](CO)N1C[C@H](C)[C@H](CN(C)C(=O)CN2CCOCC2)Oc2ncc(-c3ccncc3)cc2C1=O	0.5
C/C=C/c1ccc2c(c1)O[C@H](CN(C)C(=O)C1CC1)[C@@H](C)CN([C@H](C)CO)S2(=O)=O	0.1
C[C@H](CO)N1C[C@H](C)[C@H](CN(C)S(=O)(=O)c2ccc(F)cc2)Oc2ccc(NC(=O)c3ccncc3)cc2CC1=O	2.7
C[C@H]1CN([C@@H](C)CO)S(=O)(=O)c2ccc(C#Cc3cccc(F)c3)cc2O[C@@H]1CN(C)C(=O)NC1CCCCC1	2.5
C[C@H]1CN([C@@H](C)CO)C(=O)c2cc(NC(=O)c3ccncc3)ccc2O[C@@H]1CN(C)C(=O)Nc1ccccc1	1.6
C[C@@H]1CN([C@H](C)CO)C(=O)c2cc(NC(=O)Cc3ccccc3)ccc2O[C@@H]1CN(C)Cc1ccc(Oc2ccccc2)cc1	-3.0
CCC(=O)N(C)C[C@H]1Oc2cc(C#CC(C)(C)O)ccc2S(=O)(=O)N([C@H](C)CO)C[C@H]1C	0.9
C[C@@H]1CN([C@@H](C)CO)C(=O)c2cc(NC(=O)Nc3ccc(C(F)(F)F)cc3)ccc2O[C@@H]1CN(C)CC1CCCCC1	-1.6
C[C@@H]1CN([C@@H](C)CO)C(=O)Cc2cc(NC(=O)c3ccncc3)ccc2O[C@H]1CN(C)Cc1ccccc1	-1.5
N#C[C@@H]1[C@@H](c2ccc(C3=CCCCC3)cc2)[C@@H](CO)N1C(=O)c1ccccn1	-1.7
COc1ccc(NC(=O)N(C)C[C@H]2Oc3ccc(NC(=O)Nc4ccccc4)cc3CC(=O)N([C@H](C)CO)C[C@H]2C)cc1	-5.8
C[C@H](CO)N1C[C@H](C)[C@H](CN(C)Cc2ccc(Cl)c(Cl)c2)Oc2ccc(NS(=O)(=O)c3cccs3)cc2C1=O	0.9
O=C(c1cccnc1)N1C[C@@H]2[C@H](c3ccccc31)[C@H](CO)N2CC1CCCCC1	0.4
Cc1cc(C(=O)Nc2cccc3c2O[C@H](CN(C)C(=O)Nc2ccc(C(F)(F)F)cc2)[C@H](C)CN([C@H](C)CO)C3=O)n(C)n1	1.5
Cc1noc(C)c1NC(=O)Nc1ccc2c(c1)C(=O)N([C@H](C)CO)C[C@@H](C)[C@@H](CN(C)Cc1ccc(Cl)c(Cl)c1)OCCCC[C@H](C)O2	-3.5
CC(C)NC(=O)N(C)C[C@H]1Oc2ccc(NS(=O)(=O)c3ccc(Cl)cc3)cc2CC(=O)N([C@H](C)CO)C[C@H]1C	-1.4
Cc1ccc(S(=O)(=O)NCC[C@@H]2CC[C@H](NS(=O)(=O)c3ccccc3Cl)[C@H](CO)O2)cc1	1.3
COCC#Cc1cnc2c(c1)C(=O)N([C@H](C)CO)C[C@@H](C)[C@H](CN(C)C(=O)c1ccc(F)cc1)O2	-2.1
C[C@@H]1CN([C@@H](C)CO)C(=O)c2cc(C#Cc3ccccn3)cnc2O[C@@H]1CN(C)C(=O)c1cnccn1	-2.1
C[C@@H]1CN([C@H](C)CO)S(=O)(=O)c2ccc(-c3cccc(F)c3)cc2O[C@H]1CN(C)S(=O)(=O)c1ccccc1	1.7
C[C@@H]1CCCCO[C@@H](CN(C)CC2CC2)[C@H](C)CN([C@@H](C)CO)C(=O)c2cc(NC(=O)c3ccncc3)ccc2O1	-0.3
CO[C@@H]1CN(C)C(=O)c2cc(NC(C)=O)ccc2OC[C@H](C)N(Cc2ccccc2C(=O)O)C[C@H]1C	-3.3
CO[C@H]1CN(C)C(=O)c2cc(NC(=O)C3CCC3)ccc2OC[C@H](C)N(Cc2ccncc2)C[C@H]1C	-4.6
CC(=O)NC[C@H]1[C@@H](c2ccc(-c3cccnc3)cc2)[C@@H](CO)N1C(=O)C1CC1	13.1
C[C@@H]1CCCCO[C@@H](CN(C)C(=O)NC2CCCCC2)[C@H](C)CN([C@H](C)CO)C(=O)c2cc(NS(=O)(=O)c3ccc(Cl)cc3)ccc2O1	-1.6
N#Cc1cccc(-c2ccc([C@H]3[C@@H](CO)N4CCCCN(C(=O)Cc5ccccc5)C[C@@H]34)cc2)c1	1.7
N#C[C@H]1[C@@H](c2ccc(-c3ccncc3)cc2)[C@@H](CO)N1C(=O)C1CC1	-0.2
C[C@@H]1CN([C@H](C)CO)S(=O)(=O)c2ccc(C3=CCCC3)cc2O[C@@H]1CN(C)CC1CC1	-0.6
CC(C)NC(=O)N(C)C[C@H]1OCCCC[C@H](C)Oc2ccc(NS(=O)(=O)c3ccc(Cl)cc3)cc2C(=O)N([C@@H](C)CO)C[C@H]1C	-0.7
CC(C)NC(=O)N1[C@@H]2CN(C(=O)c3ccncc3)c3ccccc3[C@@H]2[C@@H]1CO	10.5
COCCNC(=O)C[C@H]1CC[C@@H](NC(=O)NC2CCCCC2)[C@@H](CO)O1	1.8
